TNAP activators – stimulation of alkaline phosphatase TNAP activity – biochemical, luminescent, no phosphate acceptor, uHTS, primary screen (AID 1001). purified TNAP, luminescent activation assay, no phosphate acceptor; higher activation fold means a stronger effect. one-dose activation fold at 20 µM; EC50 in µM for titrated hits. hit rate 0.03% among 200,000; in the data active means activation fold from about 3, or a potency from the dose series; inactive means the rest, 99 in 100 with activation fold below about 1.6; further: many of its hits are not listed in these tables
Myeloid diff MLP – compounds promoting myeloid differentiation; ER-HoxA9 myeloid progenitors, lysozyme-GFP differentiation, flow cytometry; calls only at 10 µM; hit rate 1% among 360,000; AID 624256;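 active means normalized GFP-positive differentiation at or above the plate's own cutoff, the solvent-only control mean plus 3 SD; inconclusive means no clear call, values can overlap the other calls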;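 further: cells exposed to compound for four days before flow analysis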
MT stabilize HCS – stabilizes microtubules in HeLa cells | HeLa tubulin immunostaining HCS, 24 h; share of cells brighter than vehicle mean+2SD | % tubulin-high responders, % at 10 µM | hit rate 0.83% among 200,000;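 active means plate Z-score above 3 for both tubulin-high and condensed-nucleus cell shares, with cell loss under 80%, at 10 µM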;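 further: anti alpha tubulin signal scored within the nucleus-defined area of each cell; some results filed as inactive read as strong as hits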
T cell HTS – T cell immune modulation candidate; 2C CD8+ T cell-vesicle binding, flow cytometry; active compounds read low; calls only at 7 µM; hit rate 0.068% among 330,000; AID 2052;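 active means response, share of CD8 T cells binding vesicles, and their 90th percentile fluorescence all below set limits, cut at about 80% in these data, passing the limit was not always enough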
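Read-out – percent CD8+ FL2 mean versus row control · System – murine 2C transgenic CD8+ T lymphocytes · Times – 1.5 h cell–vesicle binding at 37 °C, then 20 min icy labelling · Control set – naked vesicles low, QL9 vesicles with vehicle high · Detection – cytometric PE anti-B7-1 and Alexa647 anti-CD8 signals after 1% paraformaldehyde fixation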
b-catenin transl – modulators of beta-catenin nuclear translocation. HeLa beta-catenin nuclear translocation, immunofluorescence imaging. nuclear translocation activity, % at 5 µM. hit rate 0.3% among 190,000;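 active means nuclear translocation activity above 50% at 5 µM, with a well cell count of 50 or more; inconclusive means wells under 50 cells across six images, flagged as toxic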;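 further: per-cell ratio of nuclear to cytoplasmic median beta-catenin stain intensity; plate controls were DMSO negative control for no effect and GSK-3 inhibitor IX positive control for full effect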
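Signal – beta-catenin immunofluorescence imaging with DAPI · Test system – human HeLa cell line · Dosing – 5 µM primary single dose, 0.1% DMSO, 0.02–20 µM confirmation series · Measure – % activation, nuclear-to-cytoplasmic median beta-catenin signal ratio per cell · Incubation – 24 h compound exposure at 37°C, 5% CO2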
PMI inhibitors – inhibitors of human PMI, primary screen, biochemical, fluorescence intensity, coupled assay (AID 1209). purified PMI enzyme, coupled fluorescence intensity; higher % means a stronger effect. one-dose inhibition, % at 20 µM; IC50 in µM for titrated hits. hit rate 0.42% among 190,000; in the data active means inhibition above about 50%;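 further: plate controls were DMSO vehicle for no effect and wells lacking substrate for full effect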
Lipid droplet – modulators of hepatic lipid droplet formation | inhibition, % at 6.5 µM | AML12 mouse hepatocytes, oleate lipid droplets, BODIPY imaging | hit rate 0.4% among 240,000;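 active means lipid droplet intensity inhibited by at least 50%, with more than 500 cells counted; inconclusive means wells with under 300 cells, treated as cytotoxic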
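Test system: AML12 hepatocytes (mouse); reagent: oleate loading, 100 µM; dosing: one dose, 6.5 µM compound; incubation: overnight exposure; signal: fluorescence imaging, 20x objective, two fields per well; read-out basis: % inhibition of corrected integrated BODIPY droplet signal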
Dynein cargo inh – blocks dynein driven cargo transport along microtubules; 3617.4 mouse cells, GR-EGFP nuclear translocation imaging; test concentration mostly 20 µM; stimulated with dexamethasone, 1 µM; active compounds read low; z-score, hits read low; hit rate 0.47% among 220,000; AID 1381;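 active means plate z-score of nuclear minus cytoplasmic receptor signal below a set negative limit, without overly bright fluorescence or cell loss, cut at about -3.5 in these data, passing the limit was not always enough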;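 further: z-score of nuclear minus cytoplasmic ring GR-EGFP intensity difference per well; some compounds called inactive have numbers as strong as hits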
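Buffer or medium – tet-free medium with charcoal-stripped serum · Signal – automated 10x imaging of fixed Hoechst-stained cells · Also added – dexamethasone agonist, 1.0 µM final, for 30 min · Incubation – induction 48 h, compound 1 h, agonist 30 min · Read-out – GR-EGFP nuclear translocation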
Ins promoter up – MIN6 insulin promoter up-regulation; z-score at 5 µM; hit rate 0.3% among 190,000; AID 1625; MIN6 insulin promoter-GFP reporter, high-content imaging; active compounds read high;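 active means z-score above 3 at 5 µM with at least 500 cells counted in the well; inconclusive means wells under 500 cells, flagged as cytotoxic or low count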
Dynein cargo inh cytoplasmic EGFP – recorded beside Dynein cargo inh, whose call it bears; z-score; measured here: cytoplasmic GR-EGFP intensity; active compounds read high
Dynein cargo inh nuclear GR-EGFP – further read-out of Dynein cargo inh, marked with its call; z-score; measured here: nuclear GR-EGFP intensity;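 lower value marks the stronger effect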
Dynein cargo inh cell count – further read-out of Dynein cargo inh, marked with its call; z-score; measured here: cell count per field
Ins promoter up cell count – second read-out of Ins promoter up, no call of its own (marks repeat the call); cell count; measured here: cytotoxicity, nuclei count;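 total cells summed across four imaged fields per well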
Lipid droplet cells 6.5 µM – further read-out of Lipid droplet, marked with its call; cell count; measured here: cell count, cytotoxicity flag;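 cells counted across two imaged fields per well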
b-catenin transl cell count 5 µM – further read-out of b-catenin transl, marked with its call; cell count; measured here: cell count, cytotoxicity flag
T cell HTS vesicle-bound % – also measured in T cell HTS; calls as there; double positive events, %; measured here: CD8+ vesicle-bound cell fraction;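 binding gate set so that unloaded-vesicle control wells show 10% double positive cells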
MT stabilize HCS Hoechst-high % – further read-out of MT stabilize HCS, marked with its call; % Hoechst-high responders; measured here: nuclear condensation Hoechst responders;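 share of cells brighter than vehicle mean plus two SD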
MT stabilize HCS cytotoxicity % – further read-out of MT stabilize HCS, marked with its call; toxicity, %; measured here: cytotoxicity by cell density;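 0% = mean cell density of plate MIN control wells and 100% = no cells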
Myeloid diff MLP GFP+ MAC1+ % – second read-out of Myeloid diff MLP, no call of its own (marks repeat the call); GFP+ MAC1+ double positive, %; measured here: differentiation confirmed by MAC1 staining
* hit, by the source's call; i = inactive; ? = inconclusive; nt = not tested or not shown. An unsorted share of the library; overall some 3% were active at least once.

SMILES	TNAP activators	Myeloid diff MLP	Myeloid diff MLP GFP+ MAC1+ %	MT stabilize HCS	MT stabilize HCS Hoechst-high %	MT stabilize HCS cytotoxicity %	T cell HTS	T cell HTS vesicle-bound %	b-catenin transl	b-catenin transl cell count 5 µM	PMI inhibitors	Lipid droplet	Lipid droplet cells 6.5 µM	Dynein cargo inh	Dynein cargo inh cytoplasmic EGFP	Dynein cargo inh nuclear GR-EGFP	Dynein cargo inh cell count	Ins promoter up	Ins promoter up cell count
CC1=C(C(=O)N2CCc3ccccc32)C2(CCC(C)CC2)OC1=O (stereo not drawn)	1.1	i	0.7	2.8	2.2	13	i	53	-2.3	1023	2%	nt	nt	1.1	-0.19	0.34	-0.14	-0.71	1552
O=C(CCCn1c(=O)[nH]c2cc(Cl)ccc2c1=O)NCCN1CCN(c2ccccc2)CC1	1	i	0.8	10	19	97	i	36	-1.3	1121	-13%	-16	721	0.2	-0.27	0.26	0.31	0.11	1308
COCCCNC(=O)CSC1=Nc2ccccc2C2=NC(Cc3c[nH]c4ccccc34)C(=O)N12 (stereo not drawn)	1.1	i	2.4	2.3	1.5	2.9	i	6	-1.6	933	7%	nt	nt	-0.031	0.25	0.4	0.68	0.32	1535
CCCCOc1ccc(/C=C/C(=O)NCCc2nc3ccccc3[nH]2)cc1	1	i	0.9	2.6	1.5	9.6	i	23	nt	nt	14%	nt	nt	-0.53	-0.037	0.073	0.39	nt	nt
CN(CCC(=O)Nc1ccc2c(c1)OCO2)Cc1ccccc1	1	i	5.6	1.3	2.8	10	i	20	-2.0	897	-7%	nt	nt	0.64	0.058	0.74	-0.71	0.04	1545
CCOc1ccccc1NC(=O)NC1CCN(CC(=O)Nc2ccc3c(c2)OCCO3)CC1	1.2	i	1.0	2.5	1.9	8.3	i	30	-0.3	1050	15%	14	724	0.14	-0.21	0.4	0.43	-0.38	1125
CC(c1nccs1)N(C)C(=O)CCc1nnc(CCc2ccccc2)o1 (stereo not drawn)	1.1	i	0.7	2.1	2.0	7.3	i	34	0.5	1599	-4%	13	534	2.3	-0.094	1.5	-1.7	1.1	1426
Cc1nnc(SCCN2CCOCC2)c2nn(-c3ccccc3F)c(C)c12	1	i	0.7	0.8	3.5	7.6	nt	nt	-3.4	587	-11%	8	640	-0.2	-0.3	-0.57	0.5	0.54	1393
Cc1ccc(S(=O)(=O)N(CC(=O)N/N=C/c2ccco2)Cc2ccccc2)cc1	1	i	7.9	2.6	1.1	6.5	i	9	-0.9	1081	18%	-2	683	-0.1	-0.2	-0.35	0.55	0.98	1827
O=C(c1cccnc1)N1CCC(Oc2ccc(C(=O)N3CCCCO3)cc2)CC1	1.1	i	0.2	2.1	1.8	2.3	i	40	0.1	930	0%	-14	681	2.6	0.045	2.1	-2.1	nt	nt
Cc1ccc(C)c(CN2C(=O)C3CCCN3c3ccc(S(=O)(=O)N4CCOCC4)cc32)c1 (stereo not drawn)	1.1	nt	nt	1.8	2.0	5.9	i	52	0.4	1355	0%	nt	nt	-0.0043	-0.19	-0.19	0.46	-0.37	1190
Cc1ccc(C2c3c(oc4ccccc4c3=O)C(=O)N2CCCN2CCOCC2)o1 (stereo not drawn)	1	i	1.9	1.1	1.2	7.5	i	43	-0.8	1184	1%	-5	769	0.091	0.065	0.23	-0.51	-1.5	927
CCN1/C(=C2\C(=O)N(C)C(=S)N2c2ccccc2)C=Cc2ccccc21	nt	i	0.5	nt	nt	nt	i	37	-1.0	1348	nt	17	663	-0.45	-0.86	-0.56	0.4	-0.12	982
CC(=O)c1c(C)n([O-])c2ccccc2[n+]1=O	1	i	0.9	5.9	2.9	5.9	i	25	nt	nt	17%	1	754	1.6	-0.35	1.4	-0.065	0.68	1259
c1csc(-c2nnc(Cc3cccc4ccccc34)o2)c1	1.1	i	1.0	3.5	2.2	5.5	i	50	2.5	545	1%	-7	760	0.36	-0.26	0.19	0.93	nt	nt
CC1NC(=O)NC1CCCCCC(=O)Nc1ccc(F)c(Cl)c1 (stereo not drawn)	1.1	i	0.2	2.1	1.4	1.8	i	27	1.1	1079	-10%	-8	737	-0.14	-0.098	0.078	-1.5	0.46	1254
Cc1ccc(NC(=O)c2ccc(Br)o2)cc1S(=O)(=O)N(C)C	1.1	i	0.4	3.1	1.4	4.3	i	53	-2.4	1144	-19%	10	678	0.51	-0.28	0.26	-0.63	0.03	1239
Cc1ccccc1OCc1nnc(SCC(=O)Nc2ccc3nc(SCC(=O)NC(C)(C)C)sc3c2)n1C	1.1	i	0.3	2.4	2.7	7.3	i	56	-1.2	1117	9%	-15	637	-0.34	-0.21	0.048	0.059	nt	nt
CCN1CCCC1CNc1ncnc2c1[nH]c1ccc(F)cc12 (stereo not drawn)	1.1	i	1.2	2.3	1.1	8.8	i	27	-0.1	999	22%	-17	768	1.1	-0.37	0.75	-0.17	-3	602
O=C(COC(=O)Cn1cnc2ccccc21)NCCC1=CCCCC1	1.1	i	0.9	2.3	3.5	9.1	i	37	-6.0	1173	0%	18	733	2.3	-0.12	1.7	-1.1	-0.11	935
CC(C)CNC(=O)COc1ccc2c3c(c(=O)oc2c1)CCC3	1	i	0.8	2.2	1.3	7.5	i	50	-1.1	1459	9%	nt	nt	-1.3	-0.24	-0.48	1.5	0.85	1279
COc1ccc(-c2cc(CS(=O)(=O)c3ccccc3)on2)cc1	1	i	0.5	2.8	1.7	5.4	i	28	-5.8	1167	-5%	6	671	-0.18	-0.21	0.073	-0.05	0.49	1653
O=C(O)c1ccc(/C=N/N2CCN(Cc3cccc4ccccc34)CC2)cc1	1.1	i	0.1	1.0	1.8	3.6	i	43	0.5	1071	-17%	16	662	-0.31	-0.32	-0.32	0.99	-0.58	1095
Cc1ccc(N(CC(O)COCc2ccco2)S(=O)(=O)c2ccc(C)cc2)cc1 (stereo not drawn)	1	i	2.0	4.7	2.0	7.5	i	13	-0.8	1082	24%	-21	781	-1	-0.14	-0.29	-0.065	0.91	716
O=[N+]([O-])c1ccc2c(c1)C(O)n1nc(-c3ccc(Cl)cc3Cl)nc1S2 (stereo not drawn)	1	i	1.4	1.9	1.4	3.1	i	13	-2.7	1104	-10%	4	795	2	-0.12	0.96	-1.2	-0.81	810
CCCn1nc([N+](=O)[O-])c(C(C#N)c2nc3ccccc3o2)c(Cl)c1=O (stereo not drawn)	0.6	i	0.5	3.5	3.1	8.2	i	51	0.9	1037	16%	-6	472	0.058	-0.23	0.2	-0.17	1.3	1988
COc1cccc(-c2nn(-c3ccccc3)cc2CO)c1	1.1	i	0.1	2.3	2.1	4.3	i	40	1.9	1139	11%	0	744	0.79	-0.086	0.77	-1.1	-0.52	1282
COc1ccc(NC(=O)C2CCCN(c3c4c(nc5ncnn35)CCC4)C2)cc1 (stereo not drawn)	1	i	1.0	12	14	14	i	2	-2.4	706	-4%	nt	nt	-0.21	-0.14	0.11	0.2	1.1	754
CC(C)c1ccc(NC(=S)NC2CCCCCC2)cc1	1.5	?	nt	3.4	1.9	7.2	i	11	-5.0	1113	8%	-10	704	-0.16	-0.27	0.23	0.19	-0.28	1516
CCNC(=O)c1cc2c(=O)n3cccc(C)c3nc2n(Cc2ccc(C)cc2)c1=N	1.1	i	0.9	2.8	1.4	7.6	i	52	-3.7	1054	0%	nt	nt	0.086	-0.085	0.2	-0.047	-1.1	948
O=C(c1ccc(Br)s1)N1CCCC1	1	i	0.8	4.4	2.5	19	i	24	4.6	1105	12%	14	770	0.58	-0.16	0.16	-0.32	-0.39	905
COc1ccc(/C=C2/SC(=O)N(CC(O)Cn3c4ccccc4c4ccccc43)C2=O)cc1 (stereo not drawn)	1.1	i	0.6	2.2	3.0	15	i	43	-0.9	1057	22%	-1	584	-0.07	-0.25	0.051	-0.037	0.14	1474
